SIRT5 block – SIRT5 desuccinylase inhibitors, primary screen, biochemical, fluorescence imaging, single point, set 5; AID 652115, 2013; Purified SirT5, succinyl-peptide AMC, trypsin-coupled fluorescence; 1.1% of 330,000 active; inhibition, % at 15 µM; NAD-dependent protein deacylase sirtuin-5, mitochondrial (Homo sapiens), Q9NXA8; in the data active = inhibition above about 15%; inconclusive = no clear call, values can overlap the other calls
Target sequence (Q9NXA8 whole entry, looked up): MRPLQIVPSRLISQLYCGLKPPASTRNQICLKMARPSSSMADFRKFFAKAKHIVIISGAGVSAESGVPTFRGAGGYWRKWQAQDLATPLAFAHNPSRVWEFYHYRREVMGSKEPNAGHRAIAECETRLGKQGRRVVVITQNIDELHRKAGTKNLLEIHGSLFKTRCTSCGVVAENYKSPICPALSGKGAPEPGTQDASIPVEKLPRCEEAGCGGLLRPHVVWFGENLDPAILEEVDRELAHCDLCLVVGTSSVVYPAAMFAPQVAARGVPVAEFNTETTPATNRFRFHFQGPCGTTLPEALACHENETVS
LGR2 inh – inhibitors of bursicon-induced LGR2 CRE-luciferase signal, primary screen, cell-based, HEK293, CRE-luciferase reporter, bursicon stimulation. 0.35% of 380,000 active. Drosophila bursicon receptor LGR2 (rickets). bursicon-stimulated, 4 h. inhibition, % at 9.99 µM. AID 720647, 2013;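 active = drop in luminescence signal, shown as inhibition above about 50% in the replicate tests, limit read from the data, passing the limit was not always enough; inconclusive = probably only some replicates passing the limit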;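 also: agonist challenge used bursicon conditioned medium at about half maximal strength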
FN deposit inh – inhibitors of fibronectin matrix deposition, primary screen, AH1F cells, Alexa488-fibronectin fluorescence, plate reader; AH1F fibroblasts, overnight; inhibition, % at 12.6 µM; 0.086% of 350,000 active; AID 743247, 2014;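 active = mean inhibition across replicates of 30% or more, regardless of how many single replicates reach that level; inconclusive = mean under 30% yet at least half of replicates reach 30%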;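 also: positive control wells lacked labelled fibronectin entirely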
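Material: AH1F fibroblasts assembling fluorescent fibronectin matrix; amount: 10000 AH1F cells/well; medium: DMEM, 2% serum; reagent: Alexa488-fibronectin, 24 nM final in well; dosing: single compound dose, delivered by pin transfer; incubation: 1 h adhesion, overnight exposure; detection: fluorescence after three HBSS washes, excitation 485 nm, emission 525 nm; measure: fibronectin deposition inhibition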
S100A4 inh HTS – inhibitors of S100A4-myosin IIA peptide binding, primary screen, biochemical, fluorescence polarization, TAMRA-MyoIIA peptide. Protein S100-A4 (Homo sapiens), P26447. inhibition, % at 10.7 µM. 0.14% of 360,000 active. AID 652163, 2013;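 active = mean inhibition of at least 70% across replicates, with every replicate also reaching that level; inconclusive = mean inhibition reaches 70% but some replicates fall short; inactive = mean inhibition below 70%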
Target sequence (P26447 whole entry, looked up): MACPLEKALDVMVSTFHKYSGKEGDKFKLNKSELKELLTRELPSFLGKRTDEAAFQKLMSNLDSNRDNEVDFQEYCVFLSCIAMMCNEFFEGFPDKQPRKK
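Test system: S100A4 monomer protein; Medium: HEPES pH 7.2 with CaCl2, KCl, NaCl, DTT, Triton; Probe or stimulus: TAMRA-labelled myosin IIA heavy-chain peptide probe, 5 nM; Doses: one dose per compound; Times: polarization read 5 min after assay mix addition, stable 5–60 min; Benchmarks: neutral control DMSO, positive control TFP.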
Casp6 inh – human caspase-6 inhibitors, primary screen, biochemical, VEID-R110 fluorescence, single point, set 2 | 0.53% of 350,000 active | purified caspase-6, Z-VEID-R110 cleavage fluorescence | inhibition, % at 12.5 µM | AID 686996, 2013;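 active = mean inhibition across replicates at least about 35%, with every replicate also reaching that limit, limit read from the data; inconclusive = only one of the two criteria met; inactive = neither criterion met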;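 also: 0% = median of neutral control wells and 100% = no fluorescence left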
Target sequence (P55212 24-179 limits assumed): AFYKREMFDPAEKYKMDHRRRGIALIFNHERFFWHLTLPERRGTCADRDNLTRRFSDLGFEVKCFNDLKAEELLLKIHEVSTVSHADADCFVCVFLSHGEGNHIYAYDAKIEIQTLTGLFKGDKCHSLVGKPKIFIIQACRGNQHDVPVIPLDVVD
Target sequence (P55212 194-293 limits assumed): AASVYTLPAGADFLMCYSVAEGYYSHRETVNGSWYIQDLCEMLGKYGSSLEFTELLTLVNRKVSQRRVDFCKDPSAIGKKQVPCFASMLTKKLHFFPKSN
esBAF inh – Bmi1 luciferase reporter increase in mESCs, primary screen, esBAF inhibitor project, mouse ES cells, Bmi1 luciferase knock-in, single point | reporter increase, % at 12.5 µM | 24 h; 100% = twice the neutral-well signal | 2% of 350,000 active | AID 602393, 2012; in the data active = activation above about 40%; inconclusive = no clear call, values can overlap the other calls;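 also: 0% = median of the plate's neutral control wells and 100% = double that signal; a rise in the Bmi1 reporter signal indicates esBAF inhibition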
Statin myotox sup – suppressors of statin myotoxicity in C2C12 myotubes, primary screen, cell-based, single point, plate reader | 0.78% of 330,000 active | rescue of ATP level, % at 7.49 µM | C2C12 myotubes + simvastatin, ATP luminescence, 48 h; scaled: DMSO 0, geranylgeraniol control 100;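 active = mean ATP rescue above about 67%, or every replicate alone reaching that limit, limit read from the data, passing the limit was not always enough; inconclusive = no clear call, values can overlap the other calls; inactive = mean under the limit and some replicate under it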;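 also: myotubes were challenged with 10 µM simvastatin during compound exposure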
The depositor's hits bear a star; ? = inconclusive; · = not tested or not shown.

#	canonical_smiles	SIRT5 block	LGR2 inh	FN deposit inh	S100A4 inh HTS	Casp6 inh	esBAF inh	Statin myotox sup
1	CN(c1ncnc(N)c1[N+](=O)[O-])C1CCS(=O)(=O)C1 (stereo not given)	-1	32	12	-4	2	-11	3
2	COc1ccc(/C=C/C(=O)OC(C)CN2CCCCC2)cc1 (stereo not given)	1	-11	-2	-1	2	-4	9
3	CCOc1ccccc1N1CCN(C(=O)c2cc3cc(OC)ccc3[nH]2)CC1	-3	23	·	14	-1	7	36
4	C[C@@H](NC(=O)Cn1cnc2c(OCc3ccccc3)ncnc21)c1cccc2ccccc12	3	-14	6	-13	0	5	13
5	Fc1ccc(OCCOCCOc2cccc3[nH]ccc23)cc1	0	-6	4	-4	1	0	12
6	CCOC(=O)c1cnc(-c2ccccc2)nc1N(C)C	·	-75	-6	17	1	75*	-8
7	Cc1nc(COC(=O)c2ccc(S(=O)(=O)N3CCCC3)cc2)cs1	·	·	6	·	·	8	-5
8	CC(C)C[C@H]1CNC(=S)N1CC1CCN(CC2CCC(C(C)(C)C)CC2)CC1 (stereo not given in full)	-1	12	·	-3	-7	3	-11
9	CC[C@]12c3[nH]c4cc(CCC(=O)N(C)C)ccc4c3CCN1C(=O)[C@@H](CC(=O)NCCc1ccccn1)C[C@@H]2C(=O)N1CCN(C(=O)C2CC2)CC1	-9	-29	14	-14	-34	7	3
10	COc1ccc2c3c(n(C)c2c1)[C@H](CO)N(C(=O)Nc1ccc(F)cc1)CC31CN(CC2CCOCC2)C1	5	-2	·	?	-1	·	·
11	Cc1cc(=O)n(C)c2ccc(S(=O)(=O)N3CCOCC3)cc12	1	-6	6	-2	-1	-1	23
12	COc1ccccc1NC(=O)c1sc2ncn(CC(=O)N3CCC(C)CC3)c(=O)c2c1C	-3	6	0	-4	0	1	-4
13	O=C(N/N=C/c1c[nH]c2ccccc12)c1[nH]c2ccc(Br)cc2c1-c1ccccc1	-4	9	18	-4	-2	·	·
14	Cc1ccc(NC(=O)Nc2ccc3c(c2)C(=O)N(C)[C@@H]2CC[C@H](CC(=O)O)O[C@@H]2CO3)cc1	-1	-11	8	-1	2	4	33
15	CCCc1c(C(=O)N/N=C(\C)c2ccccc2O)nnn1-c1nonc1N	-1	1	5	3	-1	-14	9
16	CN(C)c1cccc2c(S(=O)(=O)N3CCCC3)cccc12	-6	-6	7	-7	2	16	-5
17	CO[C@H]1CN(C)C(=O)c2cc(NC(=O)Nc3cccc(F)c3)ccc2OC[C@@H](C)NC[C@@H]1C	-2	3	4	0	·	-1	-3
18	COc1ccc(C(C)=O)cc1Cn1c(C)c(C(=O)NCc2ccc3c(c2)OCO3)sc1=O	·	13	1	-8	1	11	26
19	Cc1ccc(NC(=O)Nc2cccc([N+](=O)[O-])c2)nc1	-1	-17	15	2	0	·	·
20	Cc1ccc(S(=O)(=O)Nc2nc(-c3ccc(F)cc3)cs2)cc1	2	4	4	-6	9	-5	4
21	Cc1ccccc1NC(=O)CC(O)(C(F)(F)F)C(F)(F)F	-9	-1	·	9	-3	-5	3
22	O=C(C[C@H]1C=C[C@@H](NS(=O)(=O)c2ccccc2)[C@@H](CO)O1)NCc1ccccc1F	-3	-1	·	-3	1	-5	5
23	C=CCN1C(=O)c2ccc(C(=O)N(CC)CC(=O)Nc3ccc(OC)cc3)cc2C1=O	-1	-18	4	-3	1	·	·
24	Cc1onc(-c2ccccc2)c1C(=O)NCC1CCCO1 (stereo not given)	·	·	7	·	·	-5	3
25	Fc1ccccc1/C=N/Nc1nc2ccccc2o1	3	-66	-1	-5	-4	-8	60

#	canonical_smiles	SIRT5 block	LGR2 inh	FN deposit inh	S100A4 inh HTS	Casp6 inh	esBAF inh	Statin myotox sup
26	CSc1ccccc1NC(=O)CN(C)CC(=O)Nc1cccc(Br)c1	-1	13	·	3	7	-1	-6
27	O=C(NCCOc1ccccc1)c1ccccc1NC(=O)C1CCCO1 (stereo not given)	2	-23	-7	3	-5	-8	0
28	CO[C@@H]1CN(C)C(=O)c2ccc(NC(=O)CC(F)(F)F)cc2OC[C@@H](C)N(C(=O)C2CCOCC2)C[C@@H]1C	·	21	·	-38	-1	·	·
29	COc1ccccc1CNC(=O)C[C@@H]1C[C@@H]2c3cc(NS(C)(=O)=O)ccc3O[C@@H]2[C@H](CO)O1	-6	16	1	6	3	2	-3
30	Cc1ccccc1NC(=O)c1c(C)nc(SCC(=O)OCc2ccccc2)c(C#N)c1-c1ccc(F)cc1	·	8	-3	14	0	·	·
31	Nn1c(-c2cccc(O)c2)nnc1-c1cccc(O)c1	-9	-3	-15	2	1	-7	-4
32	CN(C)S(=O)(=O)c1cccc(C(=O)OCC(=O)N2CCCC2=O)c1	-2	5	-1	-4	1	-8	-3
33	CCOC(=O)[C@H]1[C@H]2COc3ccc(Cl)cc3[C@@H]2N2C(=O)c3ccc(C)cc3NC(=O)[C@@]12C	·	-30	13	-5	4	0	7
34	COc1ccc(NC(=O)N2C[C@H]3[C@@H](c4ccccc42)[C@H](CO)N3C(=O)C2CCCC2)cc1	0	-28	1	0	0	8	-16
35	N=c1c2c(-c3ccccc3)c(-c3ccccc3)n(Cc3ccco3)c2ncn1CCCO	-3	6	6	5	4	·	·
36	Cc1ccc(S(=O)(=O)Nc2ccc(Oc3cccnc3)nc2)cc1	2	0	4	0	3	·	·
37	COc1ccc2c(c1)c1nc3ccccc3nc1n2CCn1c(=O)oc2ccccc21	·	-13	6	·	·	0	6
38	O=C(NC1CCN(S(=O)(=O)c2ccc(F)cc2)CC1)c1ccc(F)cc1	-6	1	-3	-1	-2	-8	-3
39	COC(=O)C[C@@H]1CC[C@H](NS(=O)(=O)c2cccc(F)c2)[C@@H](CO)O1	-3	10	0	4	3	·	·
40	CCNC(=O)[C@@H]1[C@@H](CO)[C@@H]2Cn3c(ccc(-c4ccccc4F)c3=O)[C@H]1N2S(C)(=O)=O	-7	-13	·	4	1	·	·
41	CC(NC(=O)CC12CC3CC(CC(C3)C1)C2)C(=O)O (stereo not given)	-2	-7	·	1	-1	-12	23
42	NS(=O)(=O)c1ccc(N/C=C\C(=O)c2ccncc2)cc1	1	6	8	5	0	·	·
43	COc1cc(NC(=O)c2cc3c(C)nc4ccccc4c3o2)cc(OC)c1OC	-1	-4	4	0	5	9	-34
44	Cc1cccc(CSCC(=O)NCc2ccc(S(N)(=O)=O)cc2)c1	15*	-1	5	-5	4	-2	8
45	COc1ccc(-c2ccc3c(c2)O[C@H](CN(C)C(C)=O)[C@H](C)CN([C@@H](C)CO)S3(=O)=O)cc1	-3	-7	-4	-6	5	-12	23
46	O=C(NCC(c1ccco1)N1CCN(c2ccc(F)cc2)CC1)C(=O)NC1CCCC1 (stereo not given)	-1	-25	3	-3	-2	2	17
47	CC(C)NC(=O)N(C)C[C@H]1OCCCC[C@H](C)Oc2ccc(NS(=O)(=O)c3ccc(Cl)cc3)cc2C(=O)N([C@H](C)CO)C[C@H]1C	2	-18	-2	3	4	0	·
48	COc1ccc(OCC(=O)N2CCc3ccccc32)c([N+](=O)[O-])c1	-4	-41	3	-1	4	54*	-1
49	CC(C)C#Cc1cnc2c(c1)C(=O)N([C@@H](C)CO)C[C@H](C)[C@H](CN(C)C(=O)c1cccc(F)c1)O2	-1	5	2	-4	-2	-1	-1
50	O=C(NC1CCCC1)C1CCCN(S(=O)(=O)c2ccc(-n3cnnn3)cc2)C1 (stereo not given)	-5	-5	4	-4	0	-1	8

10 of the compounds above, with two lines to a compound:
Every second line gives: SIRT5 block	LGR2 inh	FN deposit inh	S100A4 inh HTS	Casp6 inh	esBAF inh	Statin myotox sup
[26] CSc1ccccc1NC(=O)CN(C)CC(=O)Nc1cccc(Br)c1
    -1	13	·	3	7	-1	-6
[27] O=C(NCCOc1ccccc1)c1ccccc1NC(=O)C1CCCO1 (stereo not given)
    2	-23	-7	3	-5	-8	0
[28] CO[C@@H]1CN(C)C(=O)c2ccc(NC(=O)CC(F)(F)F)cc2OC[C@@H](C)N(C(=O)C2CCOCC2)C[C@@H]1C
    ·	21	·	-38	-1	·	·
[29] COc1ccccc1CNC(=O)C[C@@H]1C[C@@H]2c3cc(NS(C)(=O)=O)ccc3O[C@@H]2[C@H](CO)O1
    -6	16	1	6	3	2	-3
[30] Cc1ccccc1NC(=O)c1c(C)nc(SCC(=O)OCc2ccccc2)c(C#N)c1-c1ccc(F)cc1
    ·	8	-3	14	0	·	·
[31] Nn1c(-c2cccc(O)c2)nnc1-c1cccc(O)c1
    -9	-3	-15	2	1	-7	-4
[32] CN(C)S(=O)(=O)c1cccc(C(=O)OCC(=O)N2CCCC2=O)c1
    -2	5	-1	-4	1	-8	-3
[33] CCOC(=O)[C@H]1[C@H]2COc3ccc(Cl)cc3[C@@H]2N2C(=O)c3ccc(C)cc3NC(=O)[C@@]12C
    ·	-30	13	-5	4	0	7
[34] COc1ccc(NC(=O)N2C[C@H]3[C@@H](c4ccccc42)[C@H](CO)N3C(=O)C2CCCC2)cc1
    0	-28	1	0	0	8	-16
[35] N=c1c2c(-c3ccccc3)c(-c3ccccc3)n(Cc3ccco3)c2ncn1CCCO
    -3	6	6	5	4	·	·

Additional entries follow:
| cpd | SMILES | SIRT5 block | LGR2 inh | FN deposit inh | S100A4 inh HTS | Casp6 inh | esBAF inh | Statin myotox sup |
| --- | --- | --- | --- | --- | --- | --- | --- | --- |
| 51 | O=C(c1ccc([N+](=O)[O-])cc1)N1CCc2ccccc2C1 | 0 | -30 | 3 | 7 | 0 | 5 | 9 |
| 52 | NC(=O)C1CCCN(S(=O)(=O)c2ccc3ccccc3c2)C1 (stereo not given) | -3 | -12 | 0 | 1 | 4 | 3 | -5 |
| 53 | O=S(=O)(NCCN1CCOCC1)c1cc(Cl)ccc1Cl | -5 | 9 | -4 | 21 | 0 | -4 | 5 |
| 54 | COc1ccc(NC(=O)Nc2ccccc2OC)cc1 | · | -55 | 2 | · | · | 48* | -26 |
| 55 | COc1cc(-c2nc3cnccn3c2Nc2ccc(C)cc2)ccc1O | 0 | -12 | · | -7 | 4 | -16 | 29 |
| 56 | Cc1cc(C)c2c(c1)c(C)cc1nnc(SCC(=O)NCc3ccco3)n12 | · | 10 | · | · | · | -1 | 0 |
| 57 | O=C(CN1CCN(S(=O)(=O)c2ccc(F)cc2)CC1)Nc1ccc(F)cc1F | 4 | -29 | -3 | -4 | 1 | 17 | 6 |
| 58 | Cc1c(Cl)cccc1NS(=O)(=O)c1c(C(=O)N2CCOCC2)c(C)n(C)c1C | 5 | -3 | 1 | -7 | 3 | -4 | -3 |
| 59 | Cc1ccn(CCC(=O)Nc2ccc3c(c2)OCO3)n1 | -4 | 10 | 0 | -16 | -1 | 27 | 0 |
| 60 | COc1ccccc1CNC(=O)c1cn(C)c2ccc(S(=O)(=O)N3CCCCC3)cc2c1=O | 10 | -11 | 4 | 6 | -9 | · | · |

Source: PubChem BioAssay (Broad Institute)

Not all compounds are listed; rates above refer to the full screens.
